# MCF10A rereplic – A quantitative high throughput screen for small molecules that induce DNA re-replication in MCF 10a normal breast cells | MCF 10A DNA re-replication, Hoechst nuclear intensity, 48 h | 350,000 tested, 2.9% active | Potency, µM (series often up to 46.1 µM), for the others: at the highest dose activity, positive = re-replication, actives largely listed as activators | AID 624296, 2012; note: potency is the fitted concentration of half-maximal effect; % of control where 0% means no effect; nearly all actives have a fitted effect of over 50% in size
# HepG2 viability – qHTS for Inhibitors of TGF-b: Cytotox Counterscreen | 410,000 tested, 0.76% active | Potency, µM (doses to about 46.1 µM), without a hit: at the top dose activity change, negative = cytotoxicity, most hits filed as cytotoxic | HepG2 CAGA-GFP viability, ATP luminescence, 18 h; note: potency is the fitted concentration of half-maximal effect; some results filed as inactive show a strong effect at the top dose
#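 CellTiter-Glo luminescence gave cytotoxicity after 18 hours at 37 degrees C. The cells were HepG2 CAGA-GFP in 1% FBS DMEM, stimulated with 500 pg/mL TGF-beta after compound addition. %Activity was normalised to no-cell wells (complete cell-killing) and DMSO (no toxicity), and curves were fitted and classified.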
# HT1080-NT tox – qHTS for induction of synthetic lethality in tumor cells producing 2HG: qHTS for the HT-1080-NT fibrosarcoma cell line | HT-1080-NT fibrosarcoma viability, CellTiter-Glo ATP luminescence, 48 h | Potency, µM (highest dose often 46.1 µM), for inactives: at the highest dose activity, negative = less viability, usual class: cytotoxic | 360,000 tested, 1.6% active | AID 686970, 2013;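 note: NT is the 2HG producing partner of a matched IDH1 knockdown line; potency is the fitted concentration of half-maximal effect; 0% = DMSO-treated cells and -100% = media-only wells without cells; nearly all actives have a fitted effect of over 55% in size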
#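 Compounds were tested in concentration-response format on HT-1080-NT cells for 48 hours at 37 degrees C. Cell viability came from CellTiter-Glo luminescence; curves were classified by r2, response magnitude and activity.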
# KB-3-1 cytotox – qHTS assay for MDR1-selective chemotherapeutics: Primary screen using the parental adenocarcinoma cell KB-3-1. KB-3-1 viability, CellTiter-Glo ATP luminescence, 72 h. Potency, µM (titrated, usually from 46.1 µM), for the others: at the top dose activity change, negative = cytotoxic, hits mostly cytotoxic. 400,000 tested, 1.4% active. AID 1347075, 2019; note: potency is the fitted concentration of half-maximal effect; % is set by controls: 0 for no effect and ±100 for the full control effect; nearly all actives have a fitted effect of over 60% in size
#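 Here the drug-naive KB-3-1 line serves as comparator for MDR sub-line selectivity; cells received compound titrations, 72 h at 37 °C, then CellTiter-Glo readout.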
# ATXN viability – Viability Counterscreen for Primary qHTS for Inhibitors of ATXN expression. S2 cells (HEK-293 line with an ATXN2-luciferase reporter) viability, CellTiter-Fluor protease fluorescence, 24 h. Potency, µM (series often up to 56.7 µM), hits mostly cytotoxic. 400,000 tested, 0.49% active. AID 651635, 2014; note: potency is the fitted concentration of half-maximal effect; nearly all actives have a fitted effect of over 40% in size
# HT1080 IDH1KD tx – qHTS for induction of synthetic lethality in tumor cells producing 2HG: qHTS for the HT-1080-IDH1KD cell line; HT-1080 IDH1 knockdown viability, ATP luminescence, 48 h; Potency, µM (top dose mostly 46.1 µM), for inactives: at the highest dose activity, negative = toxicity, most hits filed as cytotoxic; 360,000 tested, 2% active; AID 686971, 2013;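 note: potency is the fitted concentration of half-maximal effect; 0% = DMSO wells and -100% = cell-free medium wells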
#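 Using the IDH1-knockdown HT-1080 line run in the same batch and compound series as the NT line, viability after 48 h at 37 °C was determined by CellTiter-Glo luminescence and expressed as % activity.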
# SW480 rereplic – A quantitative high throughput screen for small molecules that induce DNA re-replication in SW480 colon adenocarcinoma cells | SW480 DNA re-replication, Hoechst DNA content imaging, 48 h | Potency, µM (doses to about 46.1 µM), without a hit: at the highest dose re-replication activation, most hits filed as activators | 340,000 tested, 1.8% active | AID 624297, 2012; note: potency is the fitted concentration of half-maximal effect; % of control where 0% means no effect; nearly all actives have a fitted effect of over 55% in size
#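 Quantitative HTS format with DMSO vehicle controls; 48 hr drug incubation at 37 C, then 40 min Hoechst staining and scanning imager measurement at 405 nm excitation.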
# IL1B secr inh – qHTS for Inhibitors of Inflammasome Signaling: IL-1-beta AlphaLISA Primary Screen; THP-1 LPS/ATP IL-1B secretion, AlphaLISA, 16 h; active compounds read low; activity change, % at 57.5 µM; 360,000 tested, 4.7% active; in the data active = activity change below about -50%; inconclusive = mostly about -30% to -49%; note: % is set by controls: 0 for no effect and ±100 for the full control effect
#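 Secreted IL-1B measured by AlphaLISA bead assay after 16 h compound exposure of THP-1 cells; compounds (final up to 57.5 uM) added 1 h before LPS (250 ng/mL) and ATP (1.25 mM) stimulation; lower signal means less secretion.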
# ATXN2 expr inh – Primary qHTS for Inhibitors of ATXN expression; AID 1745845, 2022; Potency, µM (series often up to 57 µM), inactives show at the top dose activity change, negative = inhibition, actives largely listed as inhibitors; HEK-293 ATXN2-luciferase reporter, luminescence, 24 h; 360,000 tested, 0.72% active; note: potency is the fitted concentration of half-maximal effect; % is set by controls: 0 for no effect and ±100 for the full control effect; nearly all actives have a fitted effect of over 55% in size
#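 ATXN2-luciferase reporter cells (luciferase flanked by upstream and downstream ATXN2 gene portions) were treated 24 h at 37 °C with compounds at up to 57 uM. SteadyGlo luminescence gave expression; GF-AFC fluorescence gave viability.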
# An asterisk follows results filed as active; i = inactive; u = inconclusive; x = not tested or not shown; & = joins results of further samples; [ ] = dose if it differs, or a comment. Unless noted, calls come from the whole dose curve; as a rule, active = well fitted curve in the direction sought with a large enough effect; inconclusive = small, poorly fitted or top-dose-only effect, or another doubt; inactive = no such curve, though single readings can be large; an effect the other way counts as inactive or inconclusive.
# Start of the listing, in advance:
SMILES,MCF10A rereplic,HepG2 viability,HT1080-NT tox,KB-3-1 cytotox,ATXN viability,HT1080 IDH1KD tx,SW480 rereplic,IL1B secr inh,ATXN2 expr inh
CCN1CCCC1CNC(=O)c1cc2c(-c3ccc(Cl)cc3)nn(C)c2s1 (configuration not stated),u,-48%,26µM*,u,14µM*,21µM*,21µM*,-85*,25µM*
COC(=O)c1sccc1NC(=O)COc1ccc(F)cc1Cl,7%,-1%,4%,-2%,i,5%,4%,47,8%
O=c1[nH]c2ccc(Br)cc2o1,-4%,9%,-3%,7%,i,3%,-8%,19,6%

# All compounds of this part, previewed entries included:
SMILES,MCF10A rereplic,HepG2 viability,HT1080-NT tox,KB-3-1 cytotox,ATXN viability,HT1080 IDH1KD tx,SW480 rereplic,IL1B secr inh,ATXN2 expr inh
CCN1CCCC1CNC(=O)c1cc2c(-c3ccc(Cl)cc3)nn(C)c2s1 (configuration not stated),u,-48%,26µM*,u,14µM*,21µM*,21µM*,-85*,25µM*
COC(=O)c1sccc1NC(=O)COc1ccc(F)cc1Cl,7%,-1%,4%,-2%,i,5%,4%,47,8%
O=c1[nH]c2ccc(Br)cc2o1,-4%,9%,-3%,7%,i,3%,-8%,19,6%
CCOc1ccc(C2C(C(=O)c3ccco3)=C(O)C(=O)N2CCN2CCOCC2)cc1 (configuration not stated),0%,4%,4%,1%,i,11%,-6%,7,4%
Cc1cccc(N2CCN(C(=O)Cn3c(=O)[nH]c4ccsc4c3=O)CC2C)c1 (configuration not stated),12%,-7%,-7%,-3%,i,8%,1%,-12,0%
CCOC(=O)c1sc2nc(C)n(CC(=O)NCC3CCCO3)c(=O)c2c1C (configuration not stated),-30%,-5%,19%,-1%,i,3%,-9%,0,-2%
CN(C(=O)c1ccc(NC(=O)Cc2cccc(NC(=O)C3CCCN(C(=O)C4CCC4)C3)c2)cc1)C1CCCC1 (configuration not stated),u,-16%,-10%,-2%,i,3%,u,18,-17%
C=CCn1c(=S)[nH]c2sccc2c1=O,-6%,-6%,-2%,-12%,i,-3%,-7%,21,1%
O=c1c2ccccc2nnn1COc1ccc(F)cc1Cl,-1%,3%,18%,7%,i,18%,-23%,0,1%
Cc1cc(C)c2oc(=O)cc(CN3CCOCC3)c2c1,7%,2%,-3%,-11%,i,-6%,-3%[9.22 µM],0,8%
COc1nnc(-c2ccc(N3CCCCC3)c(N)c2)c2ccccc12,u,-11%,-6%,-4%,i,-27%,7%,u,8%
CCN1C(=O)[C@H]2[C@@H](c3ccc(-c4ccc(F)cc4)c(OC)c3)N[C@@](C)(C(=O)OC)[C@H]2C1=O,-2%,-13%,-7%,0%,i,5%,-88%[inhibitor],-16,-11%
CN(C(=O)c1ccc(OC2CCN(C(=O)c3cccnc3)CC2)cc1)C1CCCCC1,6%,1%,5%,14%,i,4%,2%,-5,-15%
COCCNC(=O)C1CC(=O)N(C2CCCCC2)C1 (configuration not stated),-4%,-22%,10%,5%,i,7%,-15%,7,-3%
COc1cccc(/C=C/C(=O)Oc2ccc(C(=O)c3ccc(F)cc3)cc2)c1,2%,1%,6%,4%,i,4%,-2%,8,7%
Cc1nn(C(C)(C)C)c(OC(=O)C(C)(C)C)c1Sc1ccccc1,x,-24%,x,9%,i,x,x,x,4%
CCCSc1nc2c(cnn2-c2ccc(C)cc2)c(=O)[nH]1,16%,-2%,-2%,-9%,i,-1%,-2%,24,-5%
O=C(Nc1cc(C(F)(F)F)ccc1Cl)c1cc2nc(-c3ccc4c(c3)OCO4)cc(C(F)(F)F)n2n1,x,7%,x,19%,u,x,x,x,4%
C[C@@H]1CCC(=O)N(C[C@@H](C)CSc2ccc(Br)cc2)CC1,16%,-1%&-32%,0%,-6%&-18%,u,-14%,-4%,-19,-19%
CCOC(=O)C(Cc1ccccc1)C(=O)Nc1cccc(C)c1 (configuration not stated),8%,4%,18%,0%,i,20%,-1%,-6,2%
CCOc1ccc(NC(=O)NC2CCCCCCC2)cc1,-1%,-11%,-16%,4%,i,-16%,u,-23,60%[activator]
CC(=O)N1CCN(c2ccc(NC(=O)c3ccc(Cl)c(Cl)c3)cc2)CC1,1%,13%,4%,5%,i,7%,1%,-2,-1%
COc1cccc(COc2nc3c(c(=O)n(C)c(=O)n3C)n2C)c1,0%,3%,7%,-7%,i,7%,-5%,13,7%
COc1ccc(Cc2nnc(SCC(=O)N3CCCC3)o2)cc1,0%,-3%,4%,-2%,i,6%,-7%,-10,-15%
Cc1csc(=NC(=O)c2ccccc2)n1Cc1ccco1,-14%,-14%,0%,-4%,i,4%,-8%,-6,-2%

# The final five records of the part above open the next one.
SMILES,MCF10A rereplic,HepG2 viability,HT1080-NT tox,KB-3-1 cytotox,ATXN viability,HT1080 IDH1KD tx,SW480 rereplic,IL1B secr inh,ATXN2 expr inh
CCOc1ccc(NC(=O)NC2CCCCCCC2)cc1,-1%,-11%,-16%,4%,i,-16%,u,-23,60%[activator]
CC(=O)N1CCN(c2ccc(NC(=O)c3ccc(Cl)c(Cl)c3)cc2)CC1,1%,13%,4%,5%,i,7%,1%,-2,-1%
COc1cccc(COc2nc3c(c(=O)n(C)c(=O)n3C)n2C)c1,0%,3%,7%,-7%,i,7%,-5%,13,7%
COc1ccc(Cc2nnc(SCC(=O)N3CCCC3)o2)cc1,0%,-3%,4%,-2%,i,6%,-7%,-10,-15%
Cc1csc(=NC(=O)c2ccccc2)n1Cc1ccco1,-14%,-14%,0%,-4%,i,4%,-8%,-6,-2%
Cc1cc(C(=O)OCC(=O)NC2CCCC2)c2ccccc2n1,4%,1%,-10%,9%,i,-5%,-16%,4,-3%
COc1cccc(C(=O)N2CCN(C(=O)C3CCCO3)CC2)c1 (configuration not stated),-3%,-31%,18%,7%,i,14%,-4%,0,-12%
O=C(NCCc1ccccn1)c1ccc(OC2CCN(Cc3ccccn3)CC2)cc1,-1%,-7%,17%,11%,i,22%,-7%,2,-6%
Cc1ccc(S(=O)(=O)N2CCOCC2)cc1C(=O)Nc1cccc(C(=O)NC2CC2)c1,-1%,-7%,7%,1%,i,0%,u,-10,1%
CCOC(=O)C(NS(=O)(=O)c1ccccc1)(C(F)(F)F)P(=O)(OC(C)C)OC(C)C (configuration not stated),3%,-1%,13%,-7%,u,8%,-9%,-8,2%
Cn1c(=O)c2cc(NC(=S)NC3CCCCC3)ccc2n1-c1ccccc1,x,-17%,-2%,0%,u,-14%,x,-10,-9%
CC(C)NC(=O)N1Cc2cc(C(=O)NC3CCC3)nc(-c3cccc(-c4cncnc4)c3)c2[C@H]1CCO,x,x,0%,22%,i,3%,x,0,-4%
COc1cccc(NC(=O)Cn2c(=O)n(CCc3cccc(C)c3)c(=O)c3ccccc32)c1,x,-31%,x,10%,i,x,x,x,-4%
Cc1cccc(C(=O)Nc2ccc(C(=O)N3CCCCC3C)cc2)c1 (configuration not stated),3%,7%,0%,0%,u,-1%,1%,11,2%
Cc1c(Cl)cccc1NC(=O)CN1CCC(C(O)(c2ccccc2)c2ccccc2)CC1,4%,-13%,u,-3%,i,u,u,-54*,u
CCOc1ccc(-c2c(C(=O)N/N=C/c3ccco3)nnn2-c2nonc2N)cc1,1%,-6%,4%,-9%,i,-14%,-19%,10,-10%
COc1cccc(N(Cc2nnc3n2CCCCC3)C(=O)Nc2ccccc2F)c1,-4%,-48%,10%,0%,i,7%,-1%,-2,6%
CCc1cccc(CC)c1NC(=O)COC(=O)c1ccc(F)c(S(=O)(=O)N(CC)CC)c1,-4%,-4%,0%,-11%,i,-2%,0%,132,-8%
CCC(Nc1ccc(OC)cc1)C(=O)N/N=C/c1ccc([N+](=O)[O-])cc1 (configuration not stated),-2%,-7%,8%,10%,u,-18%,2%,-4,8%
O=C(CN1CCOCC1)OCCCC1CCCCC1,0%[9.22 µM],-30%,18%,-4%,i,4%,-25%,22,10%
COc1ccc(CCNC(=O)c2ccc(C)s2)cc1OC,16%,5%,14%,6%,i,3%,-7%,3,1%
COc1ccc(CNC(=O)C(C)Sc2ccc(C)cc2)cc1 (configuration not stated),-16%,-13%,1%,22%,i,0%,-4%,5,-8%
O=C(NC(=S)Nc1ccc(NC(=O)c2cccs2)cc1)c1ccco1,19%,-18%,-16%,16%,u,-24%,-1%,-14,2%
CC(=O)N1CCN(C(=O)c2ccc(NS(=O)(=O)c3cc(C)ccc3C)cc2)CC1,16%,0%,-6%,-12%,i,-10%,0%,20,-8%
CCN1CCc2c(sc(NC(=O)C3CCCCC3)c2C(=O)OC)C1,-1%,-13%,-6%,-1%,i,-13%,-5%,-8,-20%
CC(Sc1nnc(-c2ccccc2)c(-c2ccccc2)n1)C(=O)N1CCc2ccccc21 (configuration not stated),8%,-37%,-11%,u,i,-17%,-15%,-7,1%
COc1ccccc1-c1cc(-c2ccccc2)nc(SCC(=O)O)c1C#N,1%,3%,-8%,-4%,i,-1%,-48%[inhibitor],30,-29%
CC(C)CC(C(=O)Nc1oc(-c2ccco2)c(-c2ccco2)c1C#N)N1C(=O)c2ccccc2C1=O (configuration not stated),4%,0%,8%,5%,i,10%,0%,2,3%
O=C(Oc1cccc([N+](=O)[O-])c1)C1CCN(C(=O)c2ccc(F)cc2)CC1,-3%,0%,5%,9%,i,-2%,-2%,0,-25%

# Bioassay records deposited in PubChem by National Center for Advancing Translational Sciences (NCATS).
